# FN deposit inh = inhibitors of fibronectin matrix deposition, primary screen, AH1F cells, Alexa488-fibronectin fluorescence, plate reader | inhibition, % at 12.6 µM | actives 0.086% (n = 350,000) | AH1F fibroblasts, overnight | AID 743247, 2014;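 active = mean inhibition across replicates of 30% or more, regardless of how many single replicates reach that level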;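 also: positive control wells lacked labelled fibronectin entirely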
#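 Material: AH1F fibroblasts assembling fluorescent fibronectin matrix; amount: 10000 AH1F cells/well; medium: DMEM, 2% serum; reagent: Alexa488-fibronectin, 24 nM final in well; dosing: single compound dose, delivered by pin transfer; incubation: 1 h adhesion, overnight exposure; detection: fluorescence after three HBSS washes, excitation 485 nm, emission 525 nm; measure: fibronectin deposition inhibition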
# LGR2 inh = inhibitors of bursicon-induced LGR2 CRE-luciferase signal, primary screen, cell-based, HEK293, CRE-luciferase reporter, bursicon stimulation. Drosophila bursicon receptor LGR2 (rickets). bursicon-stimulated, 4 h. inhibition, % at 9.99 µM. actives 0.35% (n = 380,000);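 active = drop in luminescence signal, shown as inhibition above about 50% in the replicate tests, limit read from the data, passing the limit was not always enough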;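 also: agonist challenge used bursicon conditioned medium at about half maximal strength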
# EWS-Fli block = EWS/Fli-driven NR0B1 reporter inhibitors, primary screen, A673 cells, NR0B1 luciferase, luminescence, MLPCN library; inhibition, % at 12.6 µM; viability-normalised; actives 0.67% (n = 350,000);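 active = mean inhibition of at least 50% after viability correction, with every replicate also passing that limit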;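 also: firefly luciferase signal divided by Alamar Blue viability fluorescence both relative to DMSO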
# Cneo AK release = Cryptococcus neoformans cell lysis inducers, primary screen, AK release luminescence, single concentration; C. neoformans lysis, adenylate kinase release luminescence, 4 h; normalised: neutral wells 0, clomiphene wells 100; lysis activity, % at 15 µM; actives 0.2% (n = 360,000); AID 651654, 2012;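 active = mean lysis activity across replicates of at least 80%, whatever share of replicates individually reach that level; inactive = mean lysis activity below 80%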
#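 Test system: log-phase Cryptococcus neoformans yeast cells; Quantity: yeast cell density of 5 × 10^6 cells/mL; Buffer or medium: YPD; Doses: single compound concentration per well; Timing: 4 h at 37 °C static, read 1 h later; Measured by: AK luminescence; Read-out basis: lysis from increased AK signal; Control set: Clomiphene as positive control.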
# Casp6 inh = human caspase-6 inhibitors, primary screen, biochemical, VEID-R110 fluorescence, single point, set 2; P55212; purified caspase-6, Z-VEID-R110 cleavage fluorescence; inhibition, % at 12.5 µM; actives 0.53% (n = 350,000); AID 686996, 2013;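 active = mean inhibition across replicates at least about 35%, with every replicate also reaching that limit, limit read from the data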;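 also: 0% = median of neutral control wells and 100% = no fluorescence left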
# Target sequence (P55212 24-179 limits assumed): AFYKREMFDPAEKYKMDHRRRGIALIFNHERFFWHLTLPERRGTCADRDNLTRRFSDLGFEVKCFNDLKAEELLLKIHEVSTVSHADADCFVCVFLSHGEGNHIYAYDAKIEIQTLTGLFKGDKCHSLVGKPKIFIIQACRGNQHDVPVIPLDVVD
# Target sequence (P55212 194-293 limits assumed): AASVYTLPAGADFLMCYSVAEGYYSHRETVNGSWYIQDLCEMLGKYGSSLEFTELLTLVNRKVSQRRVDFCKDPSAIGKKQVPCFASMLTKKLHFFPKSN
# miR122 inh = miR-122 Renilla sensor signal increase in Huh7, primary screen, miR-122 inhibitor project, cell-based, single point, plate reader | activation (reporter increase), % at 12.5 µM | Huh7 miR-122 Renilla luciferase sensor, 48 h; neutral wells = 0, positive control = 100 | actives 0.3% (n = 340,000) | AID 602342, 2012;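 active = mean replicate activation score at least 90 and every replicate individually at or above 90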;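 also: higher luciferase means less miR-122 activity so hits act as miR-122 inhibitors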
# PAX8 reporter = inhibitors of PAX8-driven TPO luciferase reporter, primary screen, RMG-I cells, single concentration; inhibition, % at 12.6 µM; actives 1.2% (n = 360,000); SteadyGlo, 24 h;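 active = mean replicate inhibition at least 60% with every replicate also reaching 60%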;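 also: luciferase light reporting Pax8 driven TPO promoter activity; plate controls were median of neutral control wells for no effect and mitoxantrone controls for full effect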
# PGC1a acetyl inh = inhibitors of PGC1a acetylation signal, primary screen, cell-based, U2OS, AlphaScreen, inhibitor mode; inhibition, % at 15.6 µM; actives 0.17% (n = 350,000); AID 651687, 2012; AlphaScreen anti-acetyl-lysine; with virally co-expressed GCN5 acetyltransferase;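 active = every replicate shows inhibition of at least 40%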;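 also: 0% = neutral control wells and 100% = positive control wells; some results beyond the cut were filed as inactive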
# Starred values were filed as active, the others as inactive; . = no result given; & = joins results of further samples; [ ] = another dose, or the depositor's remark.
SMILES,FN deposit inh,LGR2 inh,EWS-Fli block,Cneo AK release,Casp6 inh,miR122 inh,PAX8 reporter,PGC1a acetyl inh
COc1cc(/C=C/C=C2/CC/C(=C/C=C/c3ccc(O)c(OC)c3)C2=O)ccc1O,2,28,6,.,52*,6,3,-4
CCOc1cccc(N2C(=O)CC(NNC(=O)c3ccc(Br)o3)C2=O)c1 (configuration not stated),-1,.,23,.,4,.,6,.
OC[C@H]1[C@@H](c2ccc(-c3ccccc3F)cc2)[C@H]2CN(Cc3cccnc3)CCCCN21,.,0,.,0,1,2[16.7 µM],-14,-7
CC(C)c1nnc(SCC(=O)N2CCN(C(=O)c3ccco3)CC2)n1N,11,27,-1,.,-1,0,3,-12
O=C1CC(c2ccc(Cl)cc2)CC(O)=C1C=NCCO (configuration not stated),-3,7,-4,-3,0,-7,19,8
O=C(Nc1ccccc1C(=O)N1CCCCCC1)c1cccc([N+](=O)[O-])c1,9,10,11,-2,-1,18,8,-1
CCN(Cc1ccc2c(c1)OCCO2)C(=O)CN1C(=O)NC2(CCc3ccccc32)C1=O (configuration not stated),.,-4,8,8,0,6,17,1
CC(C)N(Cc1nc(-c2ccccc2)no1)C(=O)CSc1ccccc1,5,-8,.,0,.,4,.,-7
CC1CC(C)CN(CC(=O)NNC(=O)COc2ccc(Cl)cc2)C1 (configuration not stated),-9,-5,-3,-2,-3,-5,-2,5
Cc1ccsc1C(=O)NNC(=O)C1CC=CCC1C(=O)O (configuration not stated),-6,-22,-1,.,-2,.,-18,.
Cc1ccc2cc(/C=N/NC(=O)c3ccccc3[N+](=O)[O-])c(Cl)nc2c1,4,12,2,-3,.,-12,-3,4
C[C@H](CO)N1C[C@H](C)[C@H](CN(C)Cc2ccncc2)Oc2cc(-c3ccccc3F)ccc2S1(=O)=O,-8&-7,2&-6,4&16&14,-2&-2&1,3&2&-1,-5,-8,0&15&4
Cc1ccc(NC(=O)CC2C(=O)OCC3CCCCN32)cc1Cl (configuration not stated),.,3,7,0,6,7,4,-3
O=C(CSc1nc(-c2ccccc2)cc(=O)[nH]1)Nc1ccccc1F,-11,1,10,-2,-1,0,-4,4
Cc1cccc(NC(=O)N2CCCC2C(=O)NCc2ccccc2)c1 (configuration not stated),5,4,17,-1,2,.,-22,.
C/C(=N/Nc1ncc(Br)cn1)c1ccc(Br)cc1,-2,-9,-28,-3,2,-8,-39,-2
C[C@H]1CN([C@@H](C)CO)C(=O)Cc2cc(NC(=O)Nc3ccc4c(c3)OCO4)ccc2O[C@@H]1CN(C)Cc1ccncc1,.,-6,-3,-1,1,-7[16.7 µM],-6,6
COc1ccc(-c2ccc([C@H]3[C@H](CO)N4CCCCN(C(=O)c5ccc6c(c5)OCO6)C[C@@H]34)cc2)cc1,.,12,-11,-2,4,3[16.7 µM],-18,0
O=C(Nc1ccc(F)cc1)C(Sc1nc2ccccc2[nH]1)c1ccccc1 (configuration not stated),-4,-4,-3,.,-4,.,5,.
Nc1nnc(CC(=O)N/N=C\c2cc([N+](=O)[O-])ccc2O)s1,-5,-5,9,.,19,.,3,.
COc1ccc(C(C(=O)NC2CCCC2)N(C(=O)c2snc(-c3ccc(F)cc3)c2N)c2ccc(F)cc2)cc1 (configuration not stated),.,.,.,0,.,-2,-3,1
CCNC(=O)C1(C)CCN(Cc2ccc(C#N)cc2)C1 (configuration not stated),-3,-10,6,-1,-1,-7,-12,-11
COc1ccc(S(=O)(=O)n2nc(OC(=O)c3ccncc3)cc2N)cc1,-6,-5,-7,2,-3,-5,-12,14
CCOC(=O)C1CCN(C(=O)COC(=O)c2ccc3[nH]c4c(c3c2)CCCC4)CC1,2,1,3,0,5,.,4,.
COc1ccccc1C(=O)NC(=O)CSc1cccc[n+]1[O-],.,-1,9,.,3,.,3,5

# (continued)
SMILES,FN deposit inh,LGR2 inh,EWS-Fli block,Cneo AK release,Casp6 inh,miR122 inh,PAX8 reporter,PGC1a acetyl inh
COC(=O)C1=C(C(=O)OC)[C@@H]2N(C)c3ccccc3[C@@]23C[C@@H](CO)N(C(=O)NCCBr)C3=N1,1,37,-3,3,-2,-2,15,1
COc1cc(C(=O)Nc2ccc(NC(=O)c3cccc(Cl)c3)nc2)cc(OC)c1OC,-11,5,-28,-1,1,-3,-1,-6
CC(C)(C)C(=O)Nc1sc2c(c1-c1nc3ccccc3[nH]1)CCCC2,.,1,5,1,-2,2,.,-65
C[C@H](CO)N1C[C@H](C)[C@H](CN(C)C(=O)Nc2ccccc2)Oc2ncc(C#Cc3ccc(C(F)(F)F)cc3)cc2C1=O,.,.,-10,0,1,-10[16.7 µM],.,0
COC(=O)C[C@H]1CC[C@@H]2[C@H](COc3ccc(NS(=O)(=O)c4ccccc4F)cc3C(=O)N2C)O1,14,2,3,3,.,4[16.7 µM],-2,-6
C[C@H](CO)N1C[C@H](C)[C@@H](CN(C)S(=O)(=O)c2cccc(F)c2)Oc2ncc(C#CC3CCCC3)cc2C1=O,21,10,9,17,-3,25[16.7 µM],20,-5
CCC(OC(=O)C(NC(=O)c1ccccc1)c1ccccc1)C(=O)Nc1cc(C)on1 (configuration not stated),.,21,7,0,0,-5,.,-10
COc1ccc2cnn(CCOc3cc(C)ccc3C(C)C)c(=O)c2c1OC,.,-6,.,-2,.,5,.,7
O=C(Nc1ccc2ccccc2c1)c1cc(F)c(F)cc1Cl,-1,-79,-101,-1,-1,1,-199,10
Cc1cc(C(=O)Nc2cccc3c2O[C@H](CN(C)S(=O)(=O)c2ccc(F)cc2)[C@H](C)CN([C@H](C)CO)C3=O)n(C)n1,.,14,-3,49,-2,0[16.7 µM],.,-4
C[C@@H]1CCCCO[C@H](CN(C)Cc2ccc(C(F)(F)F)cc2)[C@H](C)CN([C@@H](C)CO)C(=O)c2cc(NC(=O)CCC(F)(F)F)ccc2O1,.,16,-5,5,3,-15[16.7 µM],17,-7
Cc1cc(C(=O)N/N=C/c2cc(Br)ccc2OC(=O)c2ccccc2Cl)n[nH]1,-2,23,1,4,5,3,13,10
Cc1ccc(-n2ncc3c2CC(C)(C)CC3NC(=O)c2ccncc2)cc1 (configuration not stated),-1,5,8,0,-2,-2,7,8
C[C@H]1CN([C@@H](C)CO)C(=O)Cc2cc(NS(=O)(=O)c3ccccc3)ccc2O[C@H]1CN(C)S(=O)(=O)c1ccccc1,.,7,-7,2,-1,2[16.7 µM],-30,-7
C[C@@H]1CCCCO[C@@H](CN(C)Cc2ccc(C(=O)Nc3ccccc3N)cc2)[C@@H](C)CN([C@H](C)CO)C(=O)c2cc(NS(=O)(=O)c3cccs3)ccc2O1,.,-47,.,.,0,.,24,1
COc1ccc(N2CCN(C(=O)NC(=O)c3ccccc3)CC2)cc1,-2,5,.,1,-1,-5,-7,-16
COc1ccccc1NC(=S)NC(NC(=O)CC(C)C)C(Cl)(Cl)Cl (configuration not stated),1,2,0,.,1,20,3,.
COc1ccc(-c2cc(CNS(=O)(=O)c3ccc(NC(C)=O)cc3)on2)cc1,.,4,-11,5,0,25,14,.
Cc1cc(C(=O)CC#N)c(C)n1-c1c(C)n(C)n(-c2ccccc2)c1=O,-3,21,-4,.,-1,.,-1,11
Cc1ccc(C(=O)NN2C(=O)/C(=C/c3cn(C)c4ccccc34)SC2=S)cc1,-9,-1,-8,.,-3,.,-7,.
C[C@@H]1CN([C@H](C)CO)C(=O)c2cc(NC(=O)CCC(F)(F)F)ccc2O[C@H]1CN(C)Cc1ccc(C(=O)Nc2ccccc2N)cc1,.,-4,-4,.,-1,.,-7,5
CC(C)C(=O)N1CCN(c2ccccc2NC(=S)NC(=O)/C=C/c2ccco2)CC1,4,17,12,-2,0,.,.,9
Cc1ccc(S(=O)(=O)N2CCOCC2)cc1C(=O)N1CCN(Cc2ccccc2)CC1,-5,10,4,1,1,.,4,.
COc1ccccc1OCC(O)Cn1nc(C)cc1C (configuration not stated),-20,.,.,1,.,0,.,8
Cc1c(Cl)cccc1NC(=S)NCC1COc2ccccc2O1 (configuration not stated),10,27,-6,.,3,.,1,-1

# Complete entries as entered above. Order of values: FN deposit inh | LGR2 inh | EWS-Fli block | Cneo AK release | Casp6 inh | miR122 inh | PAX8 reporter | PGC1a acetyl inh
# Profile of Cc1ccc2cc(/C=N/NC(=O)c3ccccc3[N+](=O)[O-])c(Cl)nc2c1 = 4 | 12 | 2 | -3 | . | -12 | -3 | 4
# Profile of O=C(CSc1nc(-c2ccccc2)cc(=O)[nH]1)Nc1ccccc1F = -11 | 1 | 10 | -2 | -1 | 0 | -4 | 4
# Profile of O=C(Nc1ccccc1C(=O)N1CCCCCC1)c1cccc([N+](=O)[O-])c1 = 9 | 10 | 11 | -2 | -1 | 18 | 8 | -1
# Profile of COc1ccccc1NC(=S)NC(NC(=O)CC(C)C)C(Cl)(Cl)Cl (configuration not stated) = 1 | 2 | 0 | . | 1 | 20 | 3 | .

# Carrying on.
SMILES,FN deposit inh,LGR2 inh,EWS-Fli block,Cneo AK release,Casp6 inh,miR122 inh,PAX8 reporter,PGC1a acetyl inh
CCCC(=O)Nc1ccc2c(c1)OC[C@@H](C)N(CCC)C[C@H](C)[C@H](OC)CN(C)C2=O,1,12,0,2,1,.,-6,-24
Nc1nc(C2C(=O)CCCC2=O)cs1,.,-2,7,.,13,2,.,-2
COC(=O)c1cccc(NC(=O)Nc2ccc(Cl)c(Cl)c2)c1,.,-18,2,-9,2,-2,.,15
COc1ccc(C(O)(CCC(C)C)C(CN2CCOCC2)c2ccccc2)cc1 (configuration not stated),-2,15,-2,0,3,-10,-6,-20
COc1ccccc1OCC#CCSc1ncccn1,-2,.,-34,-1,-1,3,-62,.
Cc1ccc(S(=O)(=O)/N=C(/Nc2cccc(C(=O)O)c2)c2ccccc2)cc1,-2,-21,6,-1,2,.,-18,.
COc1ccc(N2CCN(C(=O)CSc3nc4[nH]ncc4c(=O)n3-c3cccc4ccccc34)CC2)cc1,8,-9,-8,.,0,.,15,.
COCC(=O)N[C@H]1C=C[C@H](CC(=O)NCc2ccc(Cl)cc2)O[C@H]1CO,6,15,1,-5,1,.,-10,3
COc1ccc(Cl)cc1S(=O)(=O)NC(C)C(=O)NCc1ccncc1 (configuration not stated),-4,-2,2,4,1,0,-3,1
Cc1cccc(N=C2NC(=O)C(CO)(CO)S2)c1,-10,3,4,6,1,-6,13,-1
O=C(O)CN1C(=O)/C(=C\c2cn(CC(=O)N3CCOCC3)c3ccccc23)SC1=S,-1,6,2,.,-1,.,-2,.
COC(=O)CSc1nc(COc2ccccc2)nc2ccccc12,-6,-12,-2,7,2,0,5,.
O=C(C1CCC1)N1CC(=O)N2[C@H](CO)[C@@H](c3ccc(C#CCc4ccccc4)cc3)[C@@H]2C1,-11,4,3,.,4,.,-4,-8
COc1ccc(NC(=O)c2cc(-c3cc(F)ccc3OC)n[nH]2)cc1OC,4,-4,-2,-1,3,-6,-18,-5
C=CCNC(=O)Cc1c(OC)ccc2cc(Br)ccc12,6,-14,8,.,0,.,-1,.
Cc1ccccc1NC(=O)CNC(=O)c1ccc(C(F)(F)F)cc1,-1,-15,-16,.,-2,.,33,.

# From PubChem BioAssay
